Assay outcomes deposited in PubChem BioAssay by National Center for Advancing Translational Sciences (NCATS).
Tb PGK inh – blocks T. brucei phosphoglycerate kinase; P07378; PGK/GAPDH coupled, Kinase-Glo luminescence, 60 min; Potency, µM (top dose mostly 57.5 µM), without a hit: top-dose activity change, negative = inhibition, hits mostly inhibitors; 0.043% of 380,000 active; AID 602233; also: nearly all actives have a fitted effect of over 60% in size
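Recombinant glycosomal PGK reaction used 1,3-bisphosphoglycerate generated in-well by GAPDH (100nM final) in 100mM TEA pH 7.6, 5mM MgCl2, 0.01% Tween-20. After 60 minutes at room temperature, ATP was read by Kinase-Glo Plus luminescence end-point.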
GLS inh – inhibitors of human glutaminase (GLS). O94925. GLS enzymatic activity, qHTS titration. Potency, µM (doses to about 45.5 µM), for the others: at the highest dose activity change, negative = inhibition, usual class: inhibitors. 0.21% of 410,000 active. AID 624170
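Compounds were pin-transferred onto hKGA, after which L-glutamine (1 mM solution) and a detection mix of glutamate oxidase, HRP and Amplex Red were added. Initial and 30 min RT fluorescence reads were collected.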
12-LOX inh – ALOX12 (human) lipoxygenase inhibition; P18054; 1.1% of 580,000 active; AID 1671190; Potency, µM (titrated, usually from 108 µM), inactives show at the highest dose activity change, negative = inhibition, usual class: inhibitors; purified 12hLO, xylenol orange hydroperoxide absorbance
Target sequence (P18054 whole entry, looked up): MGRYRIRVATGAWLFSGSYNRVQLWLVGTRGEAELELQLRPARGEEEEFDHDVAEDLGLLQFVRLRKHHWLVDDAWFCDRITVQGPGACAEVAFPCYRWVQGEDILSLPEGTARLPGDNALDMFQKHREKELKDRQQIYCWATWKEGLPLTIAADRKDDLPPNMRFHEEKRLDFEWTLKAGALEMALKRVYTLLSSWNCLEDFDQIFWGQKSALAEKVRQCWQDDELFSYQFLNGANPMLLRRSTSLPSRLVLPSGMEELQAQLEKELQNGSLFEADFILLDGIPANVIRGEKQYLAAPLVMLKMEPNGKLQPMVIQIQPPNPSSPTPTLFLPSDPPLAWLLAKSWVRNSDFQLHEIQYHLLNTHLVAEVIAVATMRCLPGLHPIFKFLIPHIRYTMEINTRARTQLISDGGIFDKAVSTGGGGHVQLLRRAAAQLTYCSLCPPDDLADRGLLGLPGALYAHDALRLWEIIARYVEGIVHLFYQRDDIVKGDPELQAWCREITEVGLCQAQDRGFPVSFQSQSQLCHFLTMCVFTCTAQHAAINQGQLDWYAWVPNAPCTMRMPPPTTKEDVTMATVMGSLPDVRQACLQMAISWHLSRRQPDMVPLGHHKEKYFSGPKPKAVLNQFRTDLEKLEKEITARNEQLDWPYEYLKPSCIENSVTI
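Purified human 12hLO at 150 nM in 25 mM Hepes, 0.01% Triton X-100, pH 7.0, preincubated 15 min at room temperature with compound. Reaction started with 40 uM arachidonic acid, 30 min at room temperature. Hydroperoxide measured by Fe-xylenol orange, 573/405 nm absorbance ratio.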
Starred values were filed as active, the others as inactive; i = inactive; ? = inconclusive; [ ] = another dose, or the depositor's remark. Calls follow the shape of the dose curve; as a rule, active = well fitted curve in the direction sought with a large enough effect; inconclusive = small, poorly fitted or top-dose-only effect, or another doubt; inactive = no such curve, though single readings can be large; an effect the other way counts as inactive or inconclusive. % is scaled to controls: 0 for no effect and ±100 for the full control effect; potency is read from the fitted curve at half-maximal effect. Some of the compounds tested; count on the stated rates, not on these rows.

no.	Tb PGK inh	GLS inh	Compound	12-LOX inh
1	-10%	-3%	CCC1NC(=O)c2cccnc2-n2c1nc1ccc(F)cc1c2=O (stereo not drawn)	-99%
2	-5%	?	Cc1ccccc1Nc1n[nH]c(=S)s1	?
3	-9%	-9%	CS(=O)(=O)N(CC(=O)N1CCCC1)C1CCCCC1	1%
4	i	15%	CN(C)c1ccc(/C=C/CNC[C@H]2O[C@@H](n3ccc(N)nc3=O)[C@H](O)[C@@H]2O)cc1	-21%
5	-7%	1%	CCOC(=O)c1cnn2c(SC)ncnc12	?
6	-7%	4%	C/C(=N\NC(=O)c1nnn(-c2nonc2N)c1CSc1ccc(C)cc1)c1cccs1	17%
7	-1%	-2%	c1cc2[nH]c3ccncc3c2cn1	19%
8	1%	1%	Cc1ccc(-c2ccc3c(c2)O[C@H](CN(C)Cc2cncnc2)[C@@H](C)CN([C@H](C)CO)S3(=O)=O)cc1	-19%
9	i	-3%	C[C@H](CO)N1C[C@H](C)[C@@H](CN(C)S(=O)(=O)c2ccc3c(c2)OCCCO3)OCc2cnnn2CCCC1=O	-2%
10	i	0%	Cc1c(CN(C)C(=O)C2CCC(=O)N(Cc3ccccc3F)C2)[nH]c2ccccc12 (stereo not drawn)	-8%
11	i	0%	CC(=O)Nc1ccc(S(=O)(=O)N(CC(=O)NCC2CCCO2)Cc2ccccc2Cl)cc1 (stereo not drawn)	?
12	-1%	4%	O=C(COC(=O)Cc1ccc(Cl)cc1Cl)NCc1ccco1	-13%
13	i	-1%	CCOc1ccc(-c2nc(CSCC(=O)NC3CCN(Cc4ccccc4)CC3)c(C)o2)cc1	8%
14	-8%	-3%	CCCCN1C(=O)C(CC(=O)NCC2CCCCC2)CC(C(=O)N(CC)CC)=C1C (stereo not drawn)	-77%
15	-6%	1%	CN(C)S(=O)(=O)c1cccc(NC(=O)COc2ccccc2C(=O)Nc2ccccc2)c1	10%
16	-5%	2%	CCCn1c(=S)[nH]c2cc(C(=O)N3CCN(c4ccccc4)CC3)ccc2c1=O	3%
17	-12%	-3%	O=C(Oc1ccc[nH]c1=O)C1CC1	5%
18	-4%	1%	COc1ccc(CCNC(=O)CN(c2ccccc2)S(=O)(=O)c2ccccc2)cc1	0%
19	0%	-5%	CCN(CC)C(=O)C1=C(C)N(CCCN2CCCC2=O)C(=O)C(CC(=O)NC2CCCCC2)C1 (stereo not drawn)	33%[activator]
20	10%	-4%	Cc1ccc(S(=O)(=O)N(C)C[C@H]2OCc3cn(nn3)CCCC(=O)N([C@H](C)CO)C[C@@H]2C)cc1	0%
21	i	?	CC1C(=O)N(Cc2cn(CCC3OCCO3)nn2)CCS(=O)(=O)N1Cc1ccc(-c2ccc(F)cc2)cc1 (stereo not drawn)	-46%
22	3%	-3%	COc1cc(C(C)=O)ccc1OCC(=O)Nc1ccc(S(=O)(=O)N2CCCCC2)cc1	-4%
23	-8%	-2%	O=C(CNC(=O)C12CC3CC(CC(C3)C1)C2)N1CCCC(C(F)(F)F)C1 (stereo not drawn)	-8%
24	7%	0%	Nc1cc(N)nc(SCc2ccccc2Cl)n1	-8%
25	-2%	-6%	COc1cc(NC(=O)c2sc3ncn(CC(=O)N4CCCCC4C)c(=O)c3c2C)cc(OC)c1OC (stereo not drawn)	14%
26	-1%	-7%	C[C@H]1CN([C@@H](C)CO)S(=O)(=O)c2ccc(C#Cc3ccccn3)cc2O[C@H]1CN(C)Cc1ccc(F)cc1	-11%
27	-5%	0%	CCOC(=O)c1cc(=O)nc(N)s1	-10%
28	2%	11%	C[C@@H]1CN([C@H](C)CO)C(=O)CCCn2cc(nn2)CO[C@H]1CN(C)S(=O)(=O)c1ccc(Oc2ccccc2)nc1	-2%
29	i	0%	Cc1ccc(S(=O)(=O)NCCCCCCNS(=O)(=O)c2ccc(C)cc2)cc1	-21%
30	-11%	1%	O=S(=O)(NC1CCN(Cc2ccccc2)CC1)c1ccc(F)c(F)c1	3%
31	-6%	1%	Cc1ccc(NC(=O)CSC(C)C(=O)OCc2cc(=O)oc3cc(O)ccc23)cc1 (stereo not drawn)	-21%
32	-1%	-3%	CCc1nc(NCC2CC2)c2nnn(Cc3ccccc3)c2n1	-7%
33	-8%	1%	O=C(COC(=O)c1cccc(Br)c1)Nc1cccc(S(=O)(=O)N2CCCCC2)c1	-24%
34	-11%	-11%	NC(=O)N/C=C1\CCCOC1=O	-60%
35	4%	3%	COc1ccc(N(CC(=O)NCc2cccs2)S(=O)(=O)c2ccc(C(C)=O)cc2)cc1	0%
36	-5%	1%	CCc1ccc([C@@H]2C[C@H]3[C@@H](CN2S(=O)(=O)c2ccc(C)cc2)C(=O)C[C@@H](c2ccccc2F)N3S(=O)(=O)c2ccc(C)cc2)cc1	-1%
37	10%	-1%	C[C@H](CO)N1C[C@H](C)[C@H](CN(C)S(C)(=O)=O)OCc2cnnn2CCCC1=O	1%
38	i	-9%	CCC[C@H]1CN(c2ccccc2)C(=O)[C@@H]1CC(=O)Nc1ccc(OC)cc1	-21%
39	-1%	1%	O=c1[nH]c(=S)n2c(c1-c1ccccc1)OC(CBr)C2 (stereo not drawn)	?
40	-10%	-2%	CC(C)(C)OC(=O)N1CCc2onc(-c3ccc(Br)cc3)c2C1=O	27%
41	0%	1%	C[C@@H]1CN([C@@H](C)CO)C(=O)c2cc(/C=C/c3ccccc3)cnc2O[C@@H]1CN(C)S(=O)(=O)c1ccc(F)cc1	?
42	-10%	-12%	COc1cccc(NC(=O)N(C)C[C@@H]2OCc3cnnn3CCCC(=O)N([C@@H](C)CO)C[C@H]2C)c1	i
43	-7%	-2%	O=C(O)c1cocc1C(=O)O	-6%
44	0%	26%	Cc1cccc(C(=O)NNC(=O)C2CCCCC2)c1O	1%
45	-8%	0%	COc1ccc(NC(=O)C2CC2(Cl)Cl)cc1S(=O)(=O)N1CCCCC1 (stereo not drawn)	0%
46	8%	0%	CC1=C(C(=O)N2CCOCC2)CC(CC(=O)NCCCCc2ccccc2)C(=O)N1CCC1=CCCCC1 (stereo not drawn)	-1%
47	-6%	-1%	COc1ccc(S(=O)(=O)N(C)C[C@@H]2OCc3cnnn3CCCC(=O)N([C@@H](C)CO)C[C@@H]2C)cc1	-6%
48	-12%	24%	CCOC(=O)C1=C(C)OC(=CC=Cc2ccccc2)C1=O	?
49	-9%	-4%	O=C(C[C@H]1C[C@@H]2c3cc(NC(=O)Nc4ccccc4)ccc3O[C@@H]2[C@@H](CO)O1)NCC1CC1	-1%
50	-4%	-18%	C[C@@H](NC(=O)c1ncn2c1c(=O)[nH]c1ccc(Br)cc12)c1ccccc1	-42%
51	i	-2%	CC(=O)c1ccc(S(=O)(=O)N2CCN(c3ccnc4cc(Cl)ccc34)CC2)cc1	-3%
52	-1%	1%	CC(NS(=O)(=O)c1cccc(Cl)c1F)[C@H](O)c1ccccc1 (stereo partly drawn)	5%
53	-8%	0%	COc1ccc(NC(=O)CNCc2cccs2)c(OC)c1	-27%
54	-3%	0%	COC(=O)[C@H]1C[C@H](OC(=O)Nc2c(C)noc2C)[C@@]2(O)CN(S(=O)(=O)c3ccc(C)cc3)CC2[C@H]1C(=O)OC (stereo partly drawn)	-4%
55	6%	-1%	O=C(COc1ccc(Cl)cc1)N1CCN(S(=O)(=O)c2cc(F)ccc2F)CC1	?
56	-8%	0%	CN1OC[C@@H]2CN(C(=O)c3ccc(-c4ccccc4)cc3)[C@H](c3ccc(-c4cccc(F)c4)cc3)C[C@@H]21	-9%
57	-7%	15%	FC(F)(F)C(F)(F)C(F)(F)c1nc2nc(Cl)c(Cl)nc2[nH]1	-12%
58	-9%	12%	Cc1ccc(S(=O)(=O)NN2CCCCCC2)cc1	-30%
59	-1%	-8%	CC(C)N(C(=O)Cn1cc(S(=O)(=O)CC(=O)NCCc2ccccc2)c2ccccc21)C(C)C	-1%
60	-2%	-1%	Cc1cn([C@H]2C[C@H](O)[C@@H](CNS(=O)(=O)N3CCCC3)O2)c(=O)[nH]c1=O	7.9µM*

3 records picked at random from the list so far, as already listed:
no.	Tb PGK inh	GLS inh	Compound	12-LOX inh
54	-3%	0%	COC(=O)[C@H]1C[C@H](OC(=O)Nc2c(C)noc2C)[C@@]2(O)CN(S(=O)(=O)c3ccc(C)cc3)CC2[C@H]1C(=O)OC (stereo partly drawn)	-4%
51	i	-2%	CC(=O)c1ccc(S(=O)(=O)N2CCN(c3ccnc4cc(Cl)ccc34)CC2)cc1	-3%
58	-9%	12%	Cc1ccc(S(=O)(=O)NN2CCCCCC2)cc1	-30%

Sorted by the number under 12-LOX inh (largest number first): seven from the list above
no.	Tb PGK inh	GLS inh	Compound	12-LOX inh
46	8%	0%	CC1=C(C(=O)N2CCOCC2)CC(CC(=O)NCCCCc2ccccc2)C(=O)N1CCC1=CCCCC1 (stereo not drawn)	-1%
51	i	-2%	CC(=O)c1ccc(S(=O)(=O)N2CCN(c3ccnc4cc(Cl)ccc34)CC2)cc1	-3%
54	-3%	0%	COC(=O)[C@H]1C[C@H](OC(=O)Nc2c(C)noc2C)[C@@]2(O)CN(S(=O)(=O)c3ccc(C)cc3)CC2[C@H]1C(=O)OC (stereo partly drawn)	-4%
47	-6%	-1%	COc1ccc(S(=O)(=O)N(C)C[C@@H]2OCc3cnnn3CCCC(=O)N([C@@H](C)CO)C[C@@H]2C)cc1	-6%
56	-8%	0%	CN1OC[C@@H]2CN(C(=O)c3ccc(-c4ccccc4)cc3)[C@H](c3ccc(-c4cccc(F)c4)cc3)C[C@@H]21	-9%
57	-7%	15%	FC(F)(F)C(F)(F)C(F)(F)c1nc2nc(Cl)c(Cl)nc2[nH]1	-12%
50	-4%	-18%	C[C@@H](NC(=O)c1ncn2c1c(=O)[nH]c1ccc(Br)cc12)c1ccccc1	-42%

(listing goes on)
no.	Tb PGK inh	GLS inh	Compound	12-LOX inh
61	-1%	-1%	CC1CCC(N(C)C(=O)CN2C(=O)NC(c3ccccc3)(c3ccccc3)C2=O)CC1 (stereo not drawn)	-7%
62	3%	0%	CCCCN1C[C@H](C)[C@@H](CC(=O)NC)C1=O	29%
63	-8%	-2%	Cn1c(CCN2CCCC2)nc2cc(NC(=O)COc3ccc(Cl)cc3)ccc21	-18%
64	-3%	2%	C#CCN(C[C@H]1[C@H](OC(=O)NCc2ccccc2)[C@H](OC(=O)NCc2ccccc2)C[C@@H](C(=O)OC)[C@H]1C(=O)OC)S(=O)(=O)c1ccc(C)cc1	8%
65	-4%	13%	CC1Cc2ccccc2N1CC(=O)Nc1cc(S(=O)(=O)N2CCOCC2)ccc1Cl (stereo not drawn)	-6%
66	5%	3%	COCCn1c(=S)[nH]c2cc(C(=O)NC3CCCC(C)C3C)ccc2c1=O (stereo not drawn)	-4%
67	?	4µM*	O=C1Cc2cccc(=O)c(O)c2C(=O)O1	?
68	-2%	6%	COCC(=O)N(C)C[C@@H]1Oc2ncc(Br)cc2C(=O)N([C@@H](C)CO)C[C@H]1C	64%[activator]
69	0%	1%	CC1=C(C(=O)N(C)C)CC(CC(=O)NC2CC2)C(=O)N1CCC1=CCCCC1 (stereo not drawn)	?
70	-2%	-6%	CCC(=O)c1cn(CC(=O)Nc2ccc(F)cc2)c2ccccc12	-18%
71	4%	-1%	Cc1cc(C)c(NS(=O)(=O)c2ccccc2)c(C)n1	-16%
72	-8%	16%	Cc1ccc(S(=O)(=O)N2C[C@H]3n4c(=O)ccc(=O)n4C[C@H](OC(=O)Nc4cccs4)[C@@]3(O)C2)cc1	?
73	-15%	-5%	O=C(NCCc1cccc(F)c1)C1CC(O)CN1C(=O)Nc1ccccc1 (stereo not drawn)	12%
74	-8%	1%	C[C@H](O)C#Cc1ccc2c(c1)O[C@@H](CN(C)C(=O)c1ccncc1)[C@@H](C)CN([C@H](C)CO)S2(=O)=O	1%
75	-7%	3%	O=C(c1ccccc1)N1CCN(c2cc(-c3ccccc3)nc3cc(-c4cccc(Cl)c4)nn23)CC1	0%
76	-1%	3%	C[C@@H]1CN([C@H](C)CO)C(=O)CCCn2cc(nn2)CO[C@H]1CN(C)S(=O)(=O)c1ccccc1C#N	6%
77	-2%	-1%	COc1ccc(S(=O)(=O)N(C)C[C@H]2Oc3ncc(Br)cc3C(=O)N([C@@H](C)CO)C[C@@H]2C)cc1	-7%
78	6%	-1%	COc1ccc(C(=O)Nc2nc(CC(=O)NCc3c(F)cccc3F)cs2)cc1	?
79	-4%	-2%	COc1cccc(/C=C/C(=O)N2CCN(S(=O)(=O)c3ccccc3)CC2)c1	-14%
80	-3%	-21%	CNC[C@H]1Oc2cc(Br)ccc2S(=O)(=O)N([C@@H](C)CO)C[C@@H]1C	10%
81	i	13%	CCOC(=O)C1(C#N)C(=O)CSC1=Nc1ccccc1Cl (stereo not drawn)	-27%
82	2%	-1%	CSCc1ccc(C(=O)OCC(=O)NC2CCCC2)o1	2%
83	i	0%	COc1ccc([C@@H]2C[C@H]3[C@@H](CN2S(=O)(=O)c2ccccc2)C(=O)C[C@@H](c2ccccc2F)N3S(=O)(=O)c2ccc(C)cc2)cc1	0%
84	1%	0%	COc1cccc(CNC(=O)CCNC(=O)N2CC(=O)Nc3ccccc32)c1	8%
